OX1R antagonist – blocks the human orexin 1 receptor; CHO/OX1R cells, Fluo-8 calcium fluorescence, orexin A; inhibition, % at 5 µM; 0.43% of 330,000 active; AID 434989;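 active = inhibition above its plate's threshold, mean inhibition of all tested compounds on the plate plus 3 SD, cut at about 37% in these data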;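 note: 0% = orexin A challenge wells and 100% = SB-334867-A antagonist wells; not every result past the cut was called active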
Target sequence (O43613 whole entry, looked up): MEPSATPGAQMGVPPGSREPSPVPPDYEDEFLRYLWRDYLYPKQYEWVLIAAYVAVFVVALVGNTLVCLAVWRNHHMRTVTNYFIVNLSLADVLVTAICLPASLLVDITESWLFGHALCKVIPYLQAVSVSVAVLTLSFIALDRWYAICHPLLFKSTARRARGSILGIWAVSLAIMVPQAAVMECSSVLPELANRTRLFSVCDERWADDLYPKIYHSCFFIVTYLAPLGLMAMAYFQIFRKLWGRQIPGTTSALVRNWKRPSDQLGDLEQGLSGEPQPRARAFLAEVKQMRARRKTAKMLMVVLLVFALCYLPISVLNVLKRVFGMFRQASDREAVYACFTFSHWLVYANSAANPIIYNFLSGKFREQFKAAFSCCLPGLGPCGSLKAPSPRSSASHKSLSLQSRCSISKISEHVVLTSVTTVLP
CHT PAM – human CHT allosteric activation. Q9GZV3. CHT-expressing cells, membrane potential dye, choline EC20; active compounds read high; LV-AA mutant CHT in HEK293 cells. B-score at 10 µM. 0.49% of 310,000 active. AID 488977;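 active = initial fluorescence not abnormally high and integrated response B-score, plate-corrected, over 3 SD above library mean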
Target sequence (Q9GZV3 whole entry, looked up): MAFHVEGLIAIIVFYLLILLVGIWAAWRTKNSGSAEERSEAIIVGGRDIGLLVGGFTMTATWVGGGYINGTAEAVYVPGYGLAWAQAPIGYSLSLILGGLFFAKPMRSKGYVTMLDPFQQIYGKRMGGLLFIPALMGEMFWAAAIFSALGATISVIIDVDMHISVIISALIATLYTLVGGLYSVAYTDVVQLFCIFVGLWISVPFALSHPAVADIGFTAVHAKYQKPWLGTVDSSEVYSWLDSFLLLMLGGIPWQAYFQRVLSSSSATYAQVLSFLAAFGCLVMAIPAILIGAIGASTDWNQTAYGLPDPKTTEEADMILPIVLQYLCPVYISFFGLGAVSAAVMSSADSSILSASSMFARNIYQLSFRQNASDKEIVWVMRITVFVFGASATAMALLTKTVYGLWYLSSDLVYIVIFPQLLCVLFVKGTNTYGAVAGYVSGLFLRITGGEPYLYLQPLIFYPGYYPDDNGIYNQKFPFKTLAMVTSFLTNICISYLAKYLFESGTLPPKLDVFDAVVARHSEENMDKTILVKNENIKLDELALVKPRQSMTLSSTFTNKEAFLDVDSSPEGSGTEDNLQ
* marks the source's active call; other numbers are inactive results; i = inactive; nt = not tested or not shown.

SMILES | OX1R antagonist | CHT PAM
CCn1c(SC(C)C(=O)Nc2ccc(N3CCOCC3)cc2)nnc1-c1ccco1 (configuration not stated) | -14 | i
COc1ccc(NC(=O)C2C(=O)N(C)C3(C)CC2c2ccccc2O3)cc1 (configuration not stated) | -17 | i
Cc1ccccc1NC(=O)CN1C(=O)C2C3CC(C(Br)C3Br)C2C1=O (configuration not stated) | -4 | i
CC[N+](C)(C)Cc1ccccc1Br | -22 | i
COC(=O)c1ccc(C2/C(=C(/O)c3ccc(OC)cc3)C(=O)C(=O)N2CC2CCCO2)cc1 (configuration not stated) | -20 | i
Cc1cccc(NCc2cccc3ccccc23)n1 | -27 | i
C=CCn1c(=O)c2ccccc2n2c(SCC(=O)Nc3sc(C)c(CC)c3C(=O)OCC)nnc12 | -19 | i
CCc1ccc(C(C(=O)NCc2ccc(F)cc2)N(C(=O)c2csnn2)C2CC2)cc1 (configuration not stated) | -27 | i
CCN(CC)C(=S)SC1CCCCN(C(=O)c2ccccc2)C1=O (configuration not stated) | -35 | i
CCCN1CN(c2ccccc2)C(=S)N(c2ccccc2)C1 | -7 | i
COC(=O)N/N=C\c1ccc(-c2cc(Cl)c(Cl)cc2Cl)o1 | -1 | i
CC(C)NC(=O)Cn1nnc(-c2cccc(NC(=O)c3ccccc3F)c2)n1 | -22 | i
O=C1N=C(N2CCOCC2)S/C1=C\C=C/c1ccccc1 | -8 | i
CSc1nsc(SCC(=O)Nc2c(C)n(C)n(-c3ccccc3)c2=O)n1 | -1 | i
N#Cc1ccc(C(=O)NCC2CCCCC2)cc1 | -11 | i

Two of the compounds above, with each value named:
CSc1nsc(SCC(=O)Nc2c(C)n(C)n(-c3ccccc3)c2=O)n1
  OX1R antagonist = -1
  CHT PAM = i
Cc1ccccc1NC(=O)CN1C(=O)C2C3CC(C(Br)C3Br)C2C1=O (configuration not stated)
  OX1R antagonist = -4
  CHT PAM = i

(cont.)
SMILES | OX1R antagonist | CHT PAM
Cc1ccccc1OCC(=O)Nc1nnc(C2CCCC2)s1 | -10 | i
CCOC(=O)C1CCN(CC(=O)Nc2c(C(=O)OC)[nH]c3ccc(Cl)cc23)CC1 | -3 | i
CCc1cc(=O)oc2cc(C)cc(OCC(=O)N3CCC[C@@H]3C(=O)O)c12 | 2 | i
CCn1c(C(=O)N2CCC(Cc3ccccc3)CC2)cc2sccc21 | 6 | i
Cc1cc(NC(=O)CN2C(=O)NC(c3ccccc3)(c3ccc(C)c(C)c3)C2=O)no1 (configuration not stated) | -7 | nt
COc1ccc(CC(=O)Nc2nnc(SCc3ccccc3)s2)cc1S(=O)(=O)N1CCOCC1 | -13 | i
Cn1nc(C(=O)NCc2ccccc2)c2c1-c1ccccc1S(=O)(=O)C2 | -1 | i
CCN(c1cccc(C)c1)c1ncnc2nc[nH]c12 | 1 | i
COC(=O)CNC(=O)C12CC3CC(C1)CC(c1ccc(C)cc1)(C3)C2 | -4 | i
CSCC[C@@H](C(=O)NCCCCCCCCCCC(=O)N1CCN(C(=O)OC(C)(C)C)CC1)n1cc(CCO)nn1 | -42 | i
CCCc1nnc(NC(=O)CCC(=O)NCCc2ccc(OC)c(OC)c2)s1 | -3 | i
COC(=O)Cc1cc(=O)[nH]c(Nc2nc3ccccc3o2)n1 | 3 | i
COc1ccccc1CCNC(=O)C(=O)c1cn(CC(=O)N2CCCC2)c2ccccc12 | -15 | i
O=C(OCc1nnn(Cc2ccccc2)c1-c1c(COC(=O)c2ccccc2)nnn1Cc1ccccc1)c1ccccc1 | 1 | i
Cc1ccsc1/C=N/NC(=O)c1nnn(-c2nonc2N)c1CN(C)c1ccccc1 | 20 | i
Cc1ccc(CNC(=O)C2CC(c3ccc(C(F)(F)F)cc3)=NO2)o1 (configuration not stated) | 1 | i
COc1ccc(NC(=O)[C@@H]2CC=C[C@@H]3CCN(C4CCCCC4)C(=O)[C@@H]32)cc1 | -35 | i
Nc1ccc2nc(SCC(=O)N3CCOCC3)sc2c1 | -15 | i
N/C(=N/O)C(c1ccccc1)c1ccccc1 | -3 | i
Cc1csc(NC(=O)c2c(-c3ccccc3)noc2C)n1 | -9 | i
CC(NC(=O)c1cccc(Cn2cc([N+](=O)[O-])cn2)c1)c1ccc(C(C)(C)C)cc1 (configuration not stated) | 1 | i
O=C(NC1CCN(Cc2ccccc2)CC1)c1ccc(CS(=O)c2ccc(F)cc2)o1 (configuration not stated) | -28 | i
COC(=O)[C@]1(Cc2ccccc2)N[C@H](CN(C)S(=O)(=O)c2ccc(C(C)(C)C)cc2)[C@@H]2C(=O)N(Cc3ccccc3)C(=O)[C@@H]21 | 5 | nt
Cc1ccc(C(=O)Nc2ccc3c4c(cccc24)CC3)cc1[N+](=O)[O-] | -37 | i
CC(=O)c1ccc(N2CCN(C(=O)Nc3ccc(C(C)C)cc3)CC2)cc1 | -6 | i
COc1cc2c3c(c1)-c1c(sn(-c4cc(OC)ccc4OC)c1=S)C(C)(C)N3C(=O)C2=O | -10 | i
O=C(O)CCC(=O)N1CCc2cc(S(=O)(=O)N3CCCCC3)ccc21 | -6 | i
Cc1cc(F)ccc1NS(=O)(=O)c1c(C)nc2scc(C)n2c1=O | -10 | i
CCCOC(=O)CSC1=C(C#N)C(c2ccc3c(c2)OCO3)CC(=O)N1 (configuration not stated) | -11 | i
COc1cccc(NC(=O)c2ccc3nsnc3c2)c1 | -15 | i
COc1ccc(C(=O)NC(=S)NC(C)c2ccccc2)cc1 (configuration not stated) | -20 | i
N#CCCN(C(=O)COC(=O)CNC(=O)C12CC3CC(CC(C3)C1)C2)c1ccccc1 | -16 | i
C1CCC2(CC1)C1=C(CCCC1)Nc1nnnn12 | -27 | i
CC(=O)CCc1c(C)[nH]c2ccc(NC(C)=O)cc2c1=O | -10 | i
Cc1cc(C(=O)C(=O)O)c(C)n1-c1ccc(Cl)cc1 | 0 | i
CN(C1=NC(=O)CS1)c1ccc(O)cc1 | -8 | i
Clc1ccccc1/C=C/c1nc(-c2ccccn2)no1 | -26 | i
COc1cc(/C=N\NC(=O)c2sc(N)nc2C)cc(OC)c1OC | -6 | i
CCOC(=O)c1cnc(-n2nc(C)cc2C)nc1NC1CCCC1 | 59* | i
C=CCNC(=S)NNc1nc2sc3c(c2c(=O)[nH]1)CC(C)(C)OC3 | -19 | i
CCOC(=O)CC(NS(=O)(=O)c1ccc2[nH]cc(C(=O)O)c(=O)c2c1)c1ccc(OCC)c(OC)c1 (configuration not stated) | -12 | i
O=C(COC(=O)/C=C/c1ccccc1[N+](=O)[O-])NC1CCS(=O)(=O)C1 (configuration not stated) | -12 | i
CCO[C@H]1OC(C(=O)N2CCCCCCC2)=C[C@@H](c2csc3ccccc23)[C@@H]1CCCO | -39 | i
O=C(COc1ccccc1F)Nc1ccc(S(=O)(=O)NCc2ccco2)cc1 | 21 | i
COC(=O)c1ccccc1NC(=O)Nc1ncccc1C | -3 | i
COc1ccc(C(=O)Nc2ccc(N3CCN(Cc4ccccc4)CC3)cc2)cc1 | -5 | i
CCc1ccccc1NC(=O)C1CCCN(c2ncnc3onc(-c4ccc(F)cc4)c23)C1 (configuration not stated) | -10 | i
CCc1ccc(C2C3=C(CC(C)(C)CC3=O)Nc3c2c(=O)[nH]c2nc(C)nn32)cc1 (configuration not stated) | -12 | i
Cc1onc(-c2ccccc2)c1C(=O)NNC(=S)NC(=O)/C=C/c1cccs1 | -2 | i
CCOC(=O)c1cc2c(=O)n3ccccc3nc2n(Cc2ccco2)c1=NC(=O)c1ccccc1OC | -14 | i
CCOc1cccc2sc(N(CCCN(C)C)C(=O)c3ccc(S(=O)(=O)N(C)c4ccccc4)cc3)nc12 | -20 | i
CCN(CC)CCN(C(=O)c1ccc([N+](=O)[O-])cc1)c1nc2ccc(OC)cc2s1 | -7 | i
COc1ccc(N(C(=O)CNC(=O)c2ccco2)C(C(=O)NC2CCCCC2)c2ccncc2)cc1 (configuration not stated) | -10 | i
CC[C@@H]1CCCCc2ccccc2[C@@H](C(=O)C[C@@H](O)CC(C)=O)OC1=O | -21 | nt
C[C@H](NC(=O)c1nc[nH]c1C(=O)NC(c1ccccc1)c1ccccc1)C(=O)OCc1ccccc1 | -26 | i
CC1CCCCC1NC(=O)CCCN1C(=O)c2ccccc2C1=O (configuration not stated) | -28 | nt
c1ccc(CSc2nnc3c(n2)OC(c2ccco2)Nc2ccccc2-3)cc1 (configuration not stated) | -21 | i
O=C(CN1c2cccc3cccc(c23)S1(=O)=O)N1CCN(c2ccccc2)CC1 | -17 | nt
CCc1ccc2nc(N3CCN(C)CC3)c(C#N)cc2c1 | -8 | i
COc1cc(CC(=O)OCc2cccc([N+](=O)[O-])c2)cc(OC)c1OC | -25 | i

(continued)
SMILES | OX1R antagonist | CHT PAM
CCCOc1c(Br)cc(/C=N/O)cc1OC | -18 | i
CSc1ccccc1C(=O)NCC1CCCO1 (configuration not stated) | -6 | i
COC(=O)C1(C)NC(c2ccc(OC)cc2)C2C(=O)N(c3ccccc3)C(=O)C21 (configuration not stated) | -4 | i
Cc1cc(C)n(-c2ccc(C(=O)OCn3nnc4ccccc4c3=O)cc2)n1 | -22 | i
O=C(CCN1C(=O)/C(=C\c2ccco2)SC1=S)Nc1ccc(C(=O)O)c(O)c1 | 1 | i
COc1ccc(/C=N/NC(=O)C(=O)N2CCCCCC2)cc1[N+](=O)[O-] | -10 | i
O=C(COc1ccc(Br)cc1)Nc1ccccc1N1CCCC1 | -13 | i
COC(=O)CN(c1nc(C)c(Br)c(OC)n1)S(=O)(=O)c1ccccc1 | -54 | i
COc1ccc(OC)c(C2=Nn3c(nnc3-c3ccco3)SC2)c1 | -40 | i
COc1ccc2nc(NC(=O)c3ccc(-c4cccc([N+](=O)[O-])c4)o3)sc2c1 | -17 | i
COc1ccc(CCNC(=O)Cn2cccc2C(=O)c2ccccc2C)cc1OC | -19 | i
O=C(COc1ccccc1)N/N=C/c1cc2c(cc1[N+](=O)[O-])OCO2 | -18 | i
Cc1c([N+](=O)[O-])ccc(S(=O)(=O)N2CCC(C(N)=O)CC2)c1C | -13 | i
COc1ccc(-c2cc(-c3ccccc3)nc(=O)[nH]2)cc1 | -3 | i
CC(C(=O)N1CCCC1)N1CCN(S(=O)(=O)c2ccccc2)CC1 (configuration not stated) | -15 | nt

Structures above that contain a furan ring, fused or not (11):
SMILES | OX1R antagonist | CHT PAM
CCn1c(SC(C)C(=O)Nc2ccc(N3CCOCC3)cc2)nnc1-c1ccco1 (configuration not stated) | -14 | i
COC(=O)N/N=C\c1ccc(-c2cc(Cl)c(Cl)cc2Cl)o1 | -1 | i
Cc1ccc(CNC(=O)C2CC(c3ccc(C(F)(F)F)cc3)=NO2)o1 (configuration not stated) | 1 | i
O=C(NC1CCN(Cc2ccccc2)CC1)c1ccc(CS(=O)c2ccc(F)cc2)o1 (configuration not stated) | -28 | i
O=C(COc1ccccc1F)Nc1ccc(S(=O)(=O)NCc2ccco2)cc1 | 21 | i
CCOC(=O)c1cc2c(=O)n3ccccc3nc2n(Cc2ccco2)c1=NC(=O)c1ccccc1OC | -14 | i
COc1ccc(N(C(=O)CNC(=O)c2ccco2)C(C(=O)NC2CCCCC2)c2ccncc2)cc1 (configuration not stated) | -10 | i
c1ccc(CSc2nnc3c(n2)OC(c2ccco2)Nc2ccccc2-3)cc1 (configuration not stated) | -21 | i
O=C(CCN1C(=O)/C(=C\c2ccco2)SC1=S)Nc1ccc(C(=O)O)c(O)c1 | 1 | i
COc1ccc(OC)c(C2=Nn3c(nnc3-c3ccco3)SC2)c1 | -40 | i
COc1ccc2nc(NC(=O)c3ccc(-c4cccc([N+](=O)[O-])c4)o3)sc2c1 | -17 | i

Additional compounds:
SMILES | OX1R antagonist | CHT PAM
Cc1nnc(C)n1/N=C/c1ccc(-c2ccccc2)cc1 | -5 | i
O=C(COc1ccc(Cl)cc1)NCCNC(=O)c1ccccn1 | -10 | i
COc1ccc(OCC(=O)NNc2c3ccccc3nc3ccccc23)cc1 | 41* | i
O=C(CSc1nc2ccccc2[nH]1)Nc1ccc2[nH]c(=O)[nH]c2c1 | 4 | nt
CCOC(=O)c1ccc(-n2c(C)nc3c(cnn3-c3ccccc3C)c2=O)cc1 | -19 | i
Cc1cc(NC(=O)COC(=O)CCNS(=O)(=O)c2cccc(C(F)(F)F)c2)no1 | -18 | i
O=C(CCC(=O)N1CCOc2ccc(Cl)cc21)NCCCN1CCC(Cc2ccccc2)CC1 | -18 | i
CCOC(=O)C(NC(=O)c1cccc(Cl)c1)(Nc1nnc(C)s1)C(F)(F)F (configuration not stated) | -6 | i
CCCS(=O)(=O)c1c(S(=O)(=O)CCC)c2c(N)cccn2c1C(=O)c1ccc(Br)cc1 | -20 | i
Cc1ccc(C(C#N)c2ccc(Cl)nn2)cc1 (configuration not stated) | -9 | i
COc1ccc(OC2C(=O)N(Cc3ccc(F)cc3)C2c2cc(OC)c(OC)c(OC)c2)cc1 (configuration not stated) | -17 | i
O=C(COC(=O)CCC1CCCC1)Nc1ccccc1Br | -6 | nt
CCOCCCNC(=O)c1ccc2c(=O)n(Cc3ccc4c(c3)OCO4)c(=S)[nH]c2c1 | -14 | i
Cc1ccc(C)c(N2CCN(C(=O)CCc3nc(-c4cccc(Cl)c4)no3)CC2)c1 | -3 | nt
CCCCn1nnnc1NCc1cccc(OC)c1OC | -15 | i
COCc1c(C(=O)OCc2nnc(-c3ccc([N+](=O)[O-])cc3)o2)oc2ccccc12 | 5 | nt
Cc1ccc(N2CCN(C(=O)c3ccccc3NC(=O)/C=C\C(=O)O)CC2)cc1 | -8 | i
CCOC(=O)C1=C(C)Nc2ccccc2N/C1=N\S(=O)(=O)c1ccc(Cl)cc1 | 6 | nt
CC(/C=C1\SC(=O)N(CC(=O)Nc2cccc(O)c2)C1=O)=C\c1ccccc1 | 2 | i
Cc1sc2nc3n(c(=O)c2c1C)CCCCC3 | -10 | i
CN1c2ccccc2-c2nc3ccccc3n2C1c1cccs1 (configuration not stated) | -41 | i
Cc1csc(SCc2ccccc2C(=O)O)n1 | -3 | i
CCOc1ccc(NC(=O)C(=O)N/N=C/c2cccnc2)cc1 | -13 | i
O=C(NCc1ccc(Cl)cc1)c1ccc(OCC2CCCO2)cc1 (configuration not stated) | -14 | i
